Yp Topo-I inh: Yersinia pestis topoisomerase I inhibitors, primary screen, biochemical, cleavage product accumulation, plate reader, single point; Y. pestis Topo-I cleavage product accumulation; activity, % at 10 µM; 0.064% of 360,000 active; AID 504884, 2011; in the data active means activity above about 50%, passing the limit was not always enough; inconclusive means no clear call, values can overlap the other calls; further: inactives centre near 2
PrPC TRFRET: inhibitors of human cell surface prion protein PrPC, primary screen, cell-based, TR-FRET; TR-FRET read-out; inhibition, % at 13.8 µM; 0.43% of 370,000 active; Major prion protein (Homo sapiens), P04156; in the data active means inhibition above about 24%; further: 0% = median of the test wells and 100% = reference compound wells
TcdB GH inh: TcdB glycohydrolase inhibitors, primary screen, biochemical, single point, plate reader. 0.24% of 350,000 active. TcdB glycohydrolase enzymatic assay. AID 652162, 2013. Toxin B (Clostridioides difficile), P18177. inhibition, % at 9.99 µM; in the data active means inhibition above about 10%
Target sequence (P18177 whole entry, looked up): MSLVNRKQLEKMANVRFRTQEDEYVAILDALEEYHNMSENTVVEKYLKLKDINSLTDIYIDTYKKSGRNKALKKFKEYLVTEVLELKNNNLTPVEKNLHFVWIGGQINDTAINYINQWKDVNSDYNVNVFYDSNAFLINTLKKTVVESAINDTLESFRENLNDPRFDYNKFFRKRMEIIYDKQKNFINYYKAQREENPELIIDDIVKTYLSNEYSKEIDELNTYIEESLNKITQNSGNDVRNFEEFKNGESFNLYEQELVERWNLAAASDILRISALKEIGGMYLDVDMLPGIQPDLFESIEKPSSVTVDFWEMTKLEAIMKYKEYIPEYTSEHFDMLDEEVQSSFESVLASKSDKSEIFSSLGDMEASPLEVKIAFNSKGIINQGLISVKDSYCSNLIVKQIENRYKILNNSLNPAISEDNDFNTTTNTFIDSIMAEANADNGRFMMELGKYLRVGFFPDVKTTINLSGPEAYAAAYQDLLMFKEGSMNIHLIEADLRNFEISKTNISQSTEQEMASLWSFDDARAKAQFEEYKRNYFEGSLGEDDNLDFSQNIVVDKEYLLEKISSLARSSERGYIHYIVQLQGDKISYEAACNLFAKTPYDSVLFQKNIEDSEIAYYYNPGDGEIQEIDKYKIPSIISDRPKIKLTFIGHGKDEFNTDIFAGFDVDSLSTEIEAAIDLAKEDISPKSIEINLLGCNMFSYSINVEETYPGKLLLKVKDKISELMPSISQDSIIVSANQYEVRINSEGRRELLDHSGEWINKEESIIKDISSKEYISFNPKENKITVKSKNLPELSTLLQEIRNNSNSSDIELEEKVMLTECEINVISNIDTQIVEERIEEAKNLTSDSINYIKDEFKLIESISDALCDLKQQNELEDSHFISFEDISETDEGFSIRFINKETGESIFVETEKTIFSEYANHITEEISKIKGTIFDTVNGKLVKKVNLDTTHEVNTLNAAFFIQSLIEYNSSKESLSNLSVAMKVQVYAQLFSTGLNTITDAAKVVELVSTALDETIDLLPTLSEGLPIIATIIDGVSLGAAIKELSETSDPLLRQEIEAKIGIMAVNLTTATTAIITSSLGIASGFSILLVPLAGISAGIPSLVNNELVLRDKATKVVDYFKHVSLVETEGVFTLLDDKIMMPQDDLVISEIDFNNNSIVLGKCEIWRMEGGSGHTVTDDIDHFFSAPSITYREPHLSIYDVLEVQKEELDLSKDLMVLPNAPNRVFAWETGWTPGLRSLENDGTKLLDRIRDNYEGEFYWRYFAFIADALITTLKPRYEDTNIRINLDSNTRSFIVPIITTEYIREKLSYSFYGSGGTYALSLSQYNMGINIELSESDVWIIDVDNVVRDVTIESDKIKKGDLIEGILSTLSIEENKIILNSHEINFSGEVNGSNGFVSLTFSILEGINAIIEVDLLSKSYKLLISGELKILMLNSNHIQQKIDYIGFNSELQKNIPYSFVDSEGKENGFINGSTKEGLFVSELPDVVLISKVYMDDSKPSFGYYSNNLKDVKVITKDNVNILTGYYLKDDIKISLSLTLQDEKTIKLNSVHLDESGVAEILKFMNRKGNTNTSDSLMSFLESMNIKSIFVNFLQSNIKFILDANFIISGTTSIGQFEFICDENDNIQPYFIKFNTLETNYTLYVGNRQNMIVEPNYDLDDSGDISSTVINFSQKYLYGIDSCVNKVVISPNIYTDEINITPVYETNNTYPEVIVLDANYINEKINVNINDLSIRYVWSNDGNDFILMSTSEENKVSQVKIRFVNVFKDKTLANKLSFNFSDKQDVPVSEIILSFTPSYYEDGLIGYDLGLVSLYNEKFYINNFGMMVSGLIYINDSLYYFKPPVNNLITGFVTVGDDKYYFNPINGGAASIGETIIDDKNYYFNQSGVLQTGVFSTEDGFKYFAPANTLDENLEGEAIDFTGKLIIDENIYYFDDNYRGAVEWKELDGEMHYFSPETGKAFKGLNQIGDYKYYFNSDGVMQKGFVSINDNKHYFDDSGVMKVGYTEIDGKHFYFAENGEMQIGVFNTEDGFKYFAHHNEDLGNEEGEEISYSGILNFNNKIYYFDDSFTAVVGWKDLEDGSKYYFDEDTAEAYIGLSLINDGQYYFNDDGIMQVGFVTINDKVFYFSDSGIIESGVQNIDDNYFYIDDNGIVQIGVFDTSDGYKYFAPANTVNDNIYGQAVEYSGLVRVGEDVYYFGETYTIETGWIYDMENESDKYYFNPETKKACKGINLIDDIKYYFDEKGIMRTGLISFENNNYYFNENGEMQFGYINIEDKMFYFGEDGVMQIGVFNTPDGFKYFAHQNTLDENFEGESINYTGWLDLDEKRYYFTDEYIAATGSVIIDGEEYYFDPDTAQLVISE
Anthrax LF prot: Bacillus anthracis LF protease inhibitors, primary screen, biochemical, multiplex microsphere, MLPCN library; multiplex microsphere protease cleavage assay; inhibition, % at 10 µM; 0.12% of 360,000 active; further: plate controls were buffer without enzyme for full effect and enzyme alone for no effect
BoNT-A LC inh2: BoNT/A light chain protease inhibitors, primary screen, biochemical, flow cytometry, MLPCN library; inhibition, % at 10 µM; multiplex microsphere protease substrate cleavage; 0.17% of 360,000 active; Botulinum neurotoxin type A light chain protease (Clostridium botulinum A str. ATCC 3502); further: plate controls were buffer without enzyme for full effect and enzyme alone for no effect
PfHsp40 rescue: rescue of yeast from PfHsp40 toxicity, primary screen, S. cerevisiae, ATP luminescence; growth rescue, % at 12.5 µM; AID 504582, 2011; S. cerevisiae expressing PfHsp40, growth rescue; 0.68% of 340,000 active; in the data active means growth rescue above about 28%, passing the limit was not always enough; inconclusive means no clear call, values can overlap the other calls;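 further: yeast W303a lacking pdr1 and pdr3 grown in galactose medium; growth measured after three days at 30 °C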
SARS 3CLpro inh: SARS-CoV 3CLpro protease inhibitors, primary screen, biochemical, quenched FRET | recombinant SARS-CoV 3CLpro, quenched FRET peptide cleavage | AID 1706, 2009 | inhibition, % at 6 µM | 0.14% of 290,000 active; in the data active means inhibition above about 12%
Vc quorum ag: inducers of Vibrio cholerae quorum light production without autoinducers, primary screen, BH1578 luxS cqsA deficient, single point | V. cholerae BH1578 lux reporter, luminescence, 6 h | activation, % at 18.7 µM | 0.16% of 350,000 active | AID 588436, 2011; in the data active means activation mostly above about 9.7%, no sharp cut-off; inconclusive means no clear call, values can overlap the other calls; inactive means mostly below about 3.7%; further: not every result past the cut was called active; inactives centre near 0; reference of the scale not given here
SSB-PriA inh: inhibitors of Klebsiella pneumoniae PriA binding to SSB C-terminal tail, primary screen, biochemical, AlphaScreen; inhibition, % at 33 µM; 0.6% of 430,000 active; AlphaScreen SSBct-PriA binding, biotinylated peptide; in the data active means inhibition mostly above about 37%, no sharp cut-off; inactive means mostly below about 20%;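 further: plate controls were negative control peptide for no effect and reference peptide for full effect; strong numbers were not always called active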
Numbers without * were called inactive; i = inactive; ? = inconclusive; . = no result given; & = joins results of further samples. Unless noted, no stated cut-off is given here; in the data, active means inhibition above about 30%; inconclusive means no clear call, values can overlap the other calls; inactive means below that.

SMILES	Yp Topo-I inh	PrPC TRFRET	TcdB GH inh	Anthrax LF prot	BoNT-A LC inh2	PfHsp40 rescue	SARS 3CLpro inh	Vc quorum ag	SSB-PriA inh
O=C(NCc1ccco1)c1ccc2sc([C@@H]3O[C@H](CO)[C@@H](O)[C@H]3O)nc2c1	-1	7	0.9	3	-0.9	.	.	1.2	.
COCCN(C(=O)c1cc(CN2C(=O)c3ccccc3C2=O)ccc1OC)c1c(N)n(CC(C)C)c(=O)[nH]c1=O	8	-4	-1.1	8	-0.2	0.2	.	0.6	4
CCCS(=O)(=O)c1nc(S(=O)(=O)c2ccc(C)cc2)c(N2CCCC2)s1	28	0	.	-5	0.0	-0.8	-2	0.6	-6
NC(=O)CSc1nnc(-c2cc3ccccc3o2)n1Cc1ccccc1	7	-2	.	0	-0.7	-2.1	-1	0.4	-17
CCNC(=O)N(CC)C[C@H]1N[C@@](C)(C(=O)OC)[C@H]2C(=O)N(Cc3ccccc3)C(=O)[C@@H]12	-2	-1	-0.6	-5	-0.4	-0.2	.	-0.6	4
CN(Cc1ccccc1)C(=O)[C@@H]1CCCN1C(=O)OC(C)(C)C	.	-7	3.5	-5	-1.2	.	.	.	.
COc1cccc(-n2cnc(=O)c3cccnc32)c1	2	1	0.4	0	0.1	-1.5	-1	-0.1	-14
COC(=O)C1=CC(C(=O)c2cccs2)=NN(c2ccc(OC)cc2)C1C(=O)OC (stereo unspecified)	32	3	0.3	-2	2.6	1.8	-5	-0.3	39*
CSc1ccc(NC(=O)C2(C)CCN2C(=O)Cc2ccc(C(C)(C)C)cc2)cc1 (stereo unspecified)	18	11	0.3	-3	0.0	.	.	i	.
COc1cccc(C2C(C(=O)c3ccco3)=C(O)C(=O)N2CCN(C)C)c1OC (stereo unspecified)	7	-3	0.5	-1	0.2	0.4	-5	-0.2	-5
O=C1CCC(/C=C/c2ccccc2)=NN1Cc1ccc(Cl)c(Cl)c1	38	5	.	-3	-0.2	-0.4	7	-0.5	-3
O=C(Nc1nc(-c2ccc3c(c2)OCCO3)cs1)c1ccco1	1	0	0.8	0	-0.3	4.6	0	-0.3	-6
COc1ccc2[nH]c(C(=O)O)c(CCN3C(=O)c4ccc(C(=O)O)cc4C3=O)c2c1	2	-4	-2.1	-8	-0.4	-0.2	5	-0.6	4
Cc1ccc(C(=O)N/N=C\c2ccc([N+](=O)[O-])s2)cn1	-6	-48	1.3	0	-1.5	-1.8	-7	-0.2	.
CCOC(=O)/C=C1\CN(CCC(C)C)S(=O)(=O)c2ccccc21	20	-2	2.0	3	0.3	-1.7	-2	1.0	-19
Cc1cccc2cc(CN(CC3CCCO3)S(=O)(=O)c3ccccc3)c(=O)[nH]c12 (stereo unspecified)	32	3	-1.9	0	-2.8	0.0	-1	i	-2
CCN(CCN1CCCC1)C(=O)c1cc(COc2ccccc2SC)on1	-3	-8	1.2	-2	-1.2	?	-2	-0.3	-3
CCCC(C)NS(=O)(=O)c1ccc(OC)c(C)c1 (stereo unspecified)	4	8	.	?	-0.3	0.9	4	-0.4	-24
COc1cc(/C=N/NC(=O)c2ccc(CSc3nc4ccccc4[nH]3)cc2)ccc1O	-11	1	-6.5	-10	-1.1	0.4	2	-0.5	.
CC(Sc1ccc([N+](=O)[O-])cn1)C(=O)Nc1nccs1 (stereo unspecified)	8	-32	1.7	1	-0.5	-0.7	6	i	-4
CCOc1ccc(N=Nc2c(C)[nH]n(-c3ccccc3)c2=O)cc1	-1	4	1.1	6	-5.8	-0.4	-1	i	9
CCCC(=O)c1cc(F)c(N2CCN(CCC#N)CC2)cc1C	17	3	.	6	1.2	1.3	-4	-0.6	-1
CN1C(=O)c2oc3ccccc3c(=O)c2C1c1cccnc1 (stereo unspecified)	-3	2	-0.6	-2	-0.8	-0.6	.	-0.1	-8
O=C(C[C@H]1C[C@H](C(=O)N2CCOCC2)[C@@]2(CCC3CCCC3)c3[nH]c4ccc(Cl)cc4c3CCN2C1=O)NCCN1CCOCC1	-8	-1	-1.3	-3	-0.4	0.1	.	-1.8	-1
O=C(Nc1ccccc1)c1cc([N+](=O)[O-])ccc1Cl	3	-15	0.9	-5	0.5	2.2	.	-0.5	-8

By substructure, those above containing a halogen
SMILES	Yp Topo-I inh	PrPC TRFRET	TcdB GH inh	Anthrax LF prot	BoNT-A LC inh2	PfHsp40 rescue	SARS 3CLpro inh	Vc quorum ag	SSB-PriA inh
O=C1CCC(/C=C/c2ccccc2)=NN1Cc1ccc(Cl)c(Cl)c1	38	5	.	-3	-0.2	-0.4	7	-0.5	-3
CCCC(=O)c1cc(F)c(N2CCN(CCC#N)CC2)cc1C	17	3	.	6	1.2	1.3	-4	-0.6	-1
O=C(C[C@H]1C[C@H](C(=O)N2CCOCC2)[C@@]2(CCC3CCCC3)c3[nH]c4ccc(Cl)cc4c3CCN2C1=O)NCCN1CCOCC1	-8	-1	-1.3	-3	-0.4	0.1	.	-1.8	-1
O=C(Nc1ccccc1)c1cc([N+](=O)[O-])ccc1Cl	3	-15	0.9	-5	0.5	2.2	.	-0.5	-8

New compounds follow:
SMILES	Yp Topo-I inh	PrPC TRFRET	TcdB GH inh	Anthrax LF prot	BoNT-A LC inh2	PfHsp40 rescue	SARS 3CLpro inh	Vc quorum ag	SSB-PriA inh
COCCOC(=O)N/C=C\c1nc2ccccc2c(=O)[nH]1	-9	2	.	0	0.3	-0.9	3	-0.2	3
COC(=O)c1ccc2c(c1)C(=O)N(C1CCCCC1)C2=O	1	2	.	1	0.5	-0.4	-1	i	-3
Fc1ccccc1NC(=S)NCc1ccc(Cl)cc1	2	1	1.0	-15	1.3	1.6	1	-0.6	-19
Cn1nc(N)c2c1N=P(N1CCOCC1)(N1CCOCC1)N=C2c1ccccc1	3	-1	.	5	0.2	0.1	-8	i	-23
COCC(C)n1c(SCC(=O)N2CC(=O)Nc3ccccc32)nc2ccccc2c1=O (stereo unspecified)	13	7	0.7	.	.	-0.2	.	i	1
Fc1cccc(Cc2c(-c3cccc(Cl)c3)nc3ccc(Cl)cn23)c1	.	-1	0.1	10	0.0	.	.	.	.
CC/C(=N\Nc1ccc([N+](=O)[O-])cc1[N+](=O)[O-])c1ccc(O)cc1	-11	-31	-0.2	-2	1.0	-0.9	1	i	.
Cc1ccc(-n2ncc(Cl)c2C(=O)NC2CC2)cc1	7	8	0.5	-1	0.1	1.2	-3	-0.5	-9
CCN(CC)S(=O)(=O)c1ccc2[nH]c(=O)cc(C(=O)NCC3CCCO3)c2c1 (stereo unspecified)	1	3	3.1	-4	-4.1	-0.2	.	i	-11
COc1c2ccoc2c(OC)c2oc(=O)ccc12	3	-15	0.5	0	1.1	1.3	.	0.2	-10
Cc1ccc(S(=O)(=O)N2C[C@H]3[C@H]4C(=O)N(Cc5ccccc5)C(=O)[C@H]4CC(=O)[C@H]3[C@@H]2c2ccccc2Cl)cc1	.	13	-1.0	1	-0.9	.	.	.	.
O=C(Nc1ccc2c(c1)OCO2)C1CCN(S(=O)(=O)c2cccs2)CC1	-1	7	.	-6	0.4	-0.3	-1	i	17
CCC(C)CCN1CCN=C1Nc1ccccc1 (stereo unspecified)	0	1	0.2	0	-0.6	-0.3	.	i	-4
COc1ccc(CNC(=O)c2sc(=S)n(-c3ccc(OC)cc3)c2N)cc1	-2	.	.	-4	1.8	-0.5	2	0.0	0
O=C(NCCN1CCN(c2ccccc2)CC1)c1ccccc1F	3	0	1.3	-2	1.2	0.7	-3	i	16
COc1cc(CC(=O)N(CC(C)C)C2CCS(=O)(=O)C2)cc(OC)c1OC (stereo unspecified)	4	1	0.7	-2	-0.2	1.4	.	-4.3	1
O=C(O)c1ccc(S(=O)(=O)N2CCCCCC2)cc1	-3	-1	.	-2	0.7	-0.1	-5	3.1	8
N/C(=N\OC(=O)CSc1ccccc1)c1ccccn1	-1	4	0.9	-6	-2.3	0.3	8	i	.
COc1ccc(C(NC(=O)C2CCN(CCOc3ccccc3)CC2)c2ccccn2)cc1 (stereo unspecified)	12	-3	0.8	0	0.3	.	.	-0.6	.
O=C(O)CCc1nn2c3ccccc3n(CCO)c2nc1=O	2	-5	1.5	-2	-0.6	-0.6	-1	-0.3	-20
O=C1c2nc3cc(-c4ccco4)[nH]n3c(=O)c2CN1C1CCCCC1	10	8	-0.1	-4	-0.8	.	1	i	-7
Cc1ccccc1OCC(O)CNC1CCC(NCC(O)COc2ccccc2C)CC1 (stereo unspecified)	-6	-1	-0.3	-8	3.6	-0.3	1	-0.8	12
Cc1c(C)c2ccc(OC(C)C(=O)N3CC[C@@]4(O)CCCC[C@H]4C3)cc2oc1=O (stereo partly specified)	3	-9	-0.3	-11	0.4	0.8	-1	-0.4	-3
O=C(CCNC(=O)c1ccccc1Cl)NCC1CCCO1 (stereo unspecified)	-4	-4	2.2	0	-1.1	0.0	.	-1.2	-7
Cc1ccc(N=C2NC(=O)CS2)c(C)c1	-5	-7	.	-8	0.1	-0.7	3	1.3	-4
(continued)
SMILES	Yp Topo-I inh	PrPC TRFRET	TcdB GH inh	Anthrax LF prot	BoNT-A LC inh2	PfHsp40 rescue	SARS 3CLpro inh	Vc quorum ag	SSB-PriA inh
Cc1ccc(NC(=O)C[n+]2ccccc2)cc1C	6	-5	-0.6	-17	-0.7	-0.5	-1	-0.3	-20
COCc1cc(=O)[nH]c(=S)[nH]1	1	17	-0.5	-3	-0.3	-1.8	-4	-0.3	5
Cc1[nH]c2ccc(OC(=O)N3CCOCC3)cc2c1C(=O)OC(C)C	-8	5	1.4	-2	-0.6	1.2	2	-0.3	-1
CN(C(=O)c1ccc(NC(=O)Cc2cccc(NC(=O)C3CCN(C(=O)C4CCC4)CC3)c2)cc1)C1CC1	9	4	1.9	5	-0.2	-1.3	.	i	-13
CCN1CCCc2cc(CN(CCN3CCOCC3)C(=S)Nc3ccc(C)cc3)ccc21	17	-3	-15	-12	-0.6	-0.1	3	0.4	30
O=C(O)C1CCCCN1S(=O)(=O)c1ccccc1 (stereo unspecified)	5	2	.	-2	-0.3	0.3	1	.	-12
CCC(C(=O)Nc1cccc(C(=O)O)c1)c1ccccc1 (stereo unspecified)	10	8	0.5	-2	0.5	0.2	4	-0.2	-16
COc1ccc(C(=O)CSc2nnc(CNC(=O)c3ccco3)n2C)cc1OC	4	-13	-0.2	7	-4.5	-0.6	-1	-0.3	2
CCOc1ccc2nc(NC(=O)c3ccc(S(=O)(=O)N4CCOCC4)cc3)sc2c1	-7	-4	.	5	2.1	-0.1	0	-0.5	-3
C=CCn1c(COc2ccc(F)cc2)nnc1SCC(=O)c1c[nH]c2c(CC)cccc12	17	6	-4.1	-5	-0.2	0.4	2	-0.3	-8
CC(N)c1csc(Nc2cc(Oc3ccccc3)ncn2)n1 (stereo unspecified)	1	-8	-0.6	0	-0.4	.	.	-4.0	.
C[C@@H]1CN([C@H](C)CO)C(=O)CCCn2nncc2CO[C@H]1CN(C)CC1CC1	.	-3	0.6&0.2	-4	-0.9	.	.	.	.
O=C(c1ccc(F)cc1)C1CCN(Cc2ccc(F)cc2)CC1	9	-5	0.1	-2	-3.7	1.3	0	-0.7	-9
N#C/C(=C\c1ccccc1C(F)(F)F)C(=O)Nc1ccccc1F	6	3	.	0	0.2	-0.6	0	-0.2	10
Nc1c(S(=O)(=O)c2cccs2)c2nc3ccccc3nc2n1Cc1ccc2c(c1)OCO2	3	5	.	-4	2.0	0.0	4	i	-25
Cc1cccn2c(=O)c3cc(C#N)c(=NC(=O)c4ccco4)n(Cc4ccco4)c3nc12	3	-13	1.4	.	.	-0.7	-2	-0.2	11
COc1ccccc1CNC(=O)c1cc2ccccc2o1	11	7	1.2	2	0.4	0.8	-8	0.0	0
Cc1ccc(CNC(=O)C2CCN(C(=O)Nc3ccccc3)CC2)cc1	2	0	0.8	1	0.2	-1.0	0	-0.2	-2

Compound activity deposited in PubChem by several laboratories.

Some of the compounds tested; the hit share may differ from the screen's.
